GBA enhancer = enhancers of human beta-glucosidase activity in Gaucher fibroblasts; P04062; activation, % at 10 µM; hit rate 0.44% among 30,000; L444P Gaucher fibroblasts, 4-MU-glucoside fluorescence, 3 days; in the data active means activation above about 65%;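 further: 0% = vehicle wells and 100% = positive control wells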
Target sequence (P04062 whole entry L483P): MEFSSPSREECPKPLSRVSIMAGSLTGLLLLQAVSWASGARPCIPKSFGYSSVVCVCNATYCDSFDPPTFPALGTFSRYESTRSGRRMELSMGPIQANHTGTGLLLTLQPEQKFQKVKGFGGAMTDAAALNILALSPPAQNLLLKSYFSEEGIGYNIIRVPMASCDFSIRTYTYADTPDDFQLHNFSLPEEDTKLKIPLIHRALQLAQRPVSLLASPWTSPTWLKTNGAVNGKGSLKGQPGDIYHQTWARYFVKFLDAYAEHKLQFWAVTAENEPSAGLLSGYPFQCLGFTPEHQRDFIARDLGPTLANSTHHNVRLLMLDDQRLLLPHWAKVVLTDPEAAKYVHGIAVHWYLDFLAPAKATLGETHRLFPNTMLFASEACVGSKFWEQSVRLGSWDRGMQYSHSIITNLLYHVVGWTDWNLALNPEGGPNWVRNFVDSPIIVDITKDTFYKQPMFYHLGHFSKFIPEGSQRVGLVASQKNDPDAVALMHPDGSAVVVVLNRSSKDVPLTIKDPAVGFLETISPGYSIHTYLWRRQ
* hit, by the source's call. Only part of the results is shown; count on the stated rates, not on these rows.

structure | GBA enhancer
COc1ccc(N2C(=O)C3CCCN3C2c2cccc(C)c2)cc1Cl (stereo not given) | -23.9
O=C(CSc1nnnn1-c1ccccc1)N1CCc2ccccc2C1 | -15.7
O=S(=O)(NCC1CCCO1)c1ccc(Oc2ccccc2)cc1 (stereo not given) | -8.3
O=C(Nc1ccccc1)NC1(C(=O)N2CCN(C(=O)c3ccco3)CC2)CCCCC1 | -9.3
Cc1ccc(S(=O)(=O)N(CC(=O)N2CCC(C(N)=O)CC2)Cc2ccc(F)cc2)cc1 | -42.5
CCn1c(SCC(=O)Nc2ccc(C(C)=O)cc2)nc2ccccc21 | -8.5
CCOC(=O)C1(C)NC(c2ccc(N(C)C)cc2)C2C(=O)N(c3ccc(OC)cc3)C(=O)C21 (stereo not given) | 24.3
O=C(OCC1CC(c2ccccn2)=NO1)c1ccc(Br)cc1 (stereo not given) | 0.2
Cc1cccc(-c2c3c(=O)n(C)c(=O)n(C)c3cn2CC2CCCO2)c1 (stereo not given) | -8.9
CCn1ncc(NC(=O)Nc2cccc(C(F)(F)F)c2)c1C(N)=O | -9.8
COc1ccccc1N=c1scc(-c2ccc3c(c2)NC(=O)CO3)n1CC1CCCO1 (stereo not given) | -12.9
O=C(COc1c(F)c(F)cc(F)c1F)NC(=O)NC1CCCC1 | -16.2
CN(C=O)CP(=O)(O)CCN1CCCC1=O | -28.9
COc1ccc(CCNC(=O)COC(=O)c2ccco2)cc1OC | 2.5
O=C(Nc1cccnc1)C1OCCc2ccccc21 (stereo not given) | -2.9
Cc1nn(-c2ccccc2)c(C)c1C(=O)OC/C(O)=C(\C#N)c1nc2ccccc2[nH]1 | -3.0
COc1ccccc1CNC(=O)C1CC(=O)N(C2CCCC2)C1 (stereo not given) | -25.2
Cc1ccc(CN2C(=O)CCC2C(=O)NCCN(CC(C)C)CC(C)C)cc1 (stereo not given) | 26.2
COc1ccccc1N1CCN(C(=O)c2cn(-c3ccccc3)nc2-c2cccnc2)CC1 | -13.5
CCCCSc1nc2c(cnn2-c2ccc(Cl)cc2)c(=O)[nH]1 | -6.2
O=c1cc(CSc2ccc(Cl)cc2)nc2nc[nH]n12 | 16.3
Cc1cc2ccccc2c(=O)n1CC(=O)N(C)c1ccc(F)cc1 | -4.8
O=C(CCN1C(=O)c2ccccc2S1(=O)=O)NCc1ccco1 | 0.2
COc1cccc(-n2c(SCC(=O)NC(C)(C)C)nnc2-c2ccoc2C)c1 | -7.4
CCC(C)(C(=O)NC1CCCCC1)N(Cc1ccco1)C(=O)CNC(=O)c1ccccc1 (stereo not given) | -3.2
O=C(CN(Cc1ccc(F)cc1)C(=O)c1ccco1)NCc1ccc(F)cc1 | -7.1
CCOc1ccc(N(CC(=O)NCC(C)C)S(C)(=O)=O)cc1 | -48.2
CCOC(=O)c1c(NC(C)=O)sc2c(O)cccc12 | -3.0
COc1ccc(N2C(=O)CSC2c2ccc3c(c2)OCO3)c(OC)c1 (stereo not given) | 1.2
c1ccc(Cn2nnnc2C(c2ccccc2)N2CCN(c3nc4ccccc4s3)CC2)cc1 (stereo not given) | -4.2
CSc1nnc(NC(=O)c2ccc(C)c(S(=O)(=O)N3CCOCC3)c2)s1 | -0.7
CC1(C)CC(O)C(C)(C)N1O (stereo not given) | -2.5
CCN(Cc1cc2ccc(C)cc2[nH]c1=O)C(=O)c1cccnc1 | -10.8
CCOC(=O)c1ccc(NC(=O)CC2C(=O)N(c3ccc(F)cc3)C(=O)N2CCCOC)cc1 (stereo not given) | -30.9
COc1ccc(CN2CC(C(=O)NCc3ccccn3)CC2=O)cc1 (stereo not given) | -7.3
O=C(COC(=O)c1ccccn1)NCCCc1ccccc1 | 30.2
COc1cccc(-c2csc(N3CCN(C(=O)C4CCCCC4)CC3)n2)c1 | -32.5
CCC1CCCCN1C(=O)CSc1nnc(-c2ccc3c(c2)OCCO3)o1 (stereo not given) | 0.8
CCOc1ccccc1Nc1nc(N)nc(CSc2nncn2C)n1 | 18.8
CC1CC(C)CN(S(=O)(=O)c2ccc(C(=O)Nc3nnc(-c4cccs4)o3)cc2)C1 (stereo not given) | 14.3
Cc1cccc(OCc2nnc(SCC(=O)NCCc3ccccc3)o2)c1 | 7.8
Nc1nc(Cl)nc2c1ncn2[C@H]1C[C@H](O)[C@@H](CO)O1 | -43.0
CCn1cc(C(=O)NCCCOC)c2cc(OC)c(OC)cc2c1=O | -51.2
COCCNC(=O)C(OC(=O)CC1Sc2ccccc2NC1=O)c1ccncc1 (stereo not given) | -1.8
Cc1ccc(CN2CCN(C(=O)C3CCC3)CC2)cc1 | -18.1
COc1ccccc1-c1nnc2sc(-c3ccc(N(C)C)cc3)nn12 | -20.4
N#Cc1ccc(CSc2nnc(Cc3cccs3)n2Cc2ccco2)cc1 | -2.1
N=c1c(C(=O)NCc2ccc(F)cc2)cc2c(=O)n3ccccc3nc2n1CC1CCCO1 (stereo not given) | 5.9
COC(=O)C1=C(C)OC(N)=C(C#N)C1c1ccccc1 (stereo not given) | -15.4
CN(CCNC(=O)C1CC(=O)N(c2ccc(F)c(Cl)c2)C1)Cc1ccccc1 (stereo not given) | -10.4
O=C(NCCc1ccc(Cl)cc1)C1CCN(S(=O)(=O)c2ccc(-n3cnnn3)cc2)CC1 | -12.4
CCC(=O)N1CCc2cc(S(=O)(=O)NCCC(=O)N3CCN(c4ccccn4)CC3)ccc21 | -3.4
CC(C)(C)NC(=O)C(c1ccccn1)N(C(=O)c1ccc2c(c1)OCCO2)C1CCCC1 (stereo not given) | -0.4
CC(=O)c1ccc(OCC(C)C)c(CN2CCCCC2)c1 | -15.8
CCCCCCn1c(CN2CCCCC2)nc2c1c(=O)n(C)c(=O)n2C | -52.3
COC(=O)c1cccc(NC(=O)Cc2coc3cc(OC)ccc23)c1 | -24.4
O=C(O)C1C2C=CC(O2)C1C(=O)NCc1ccc2c(c1)OCO2 (stereo not given) | -6.2
Cc1c(C#N)c2ccccc2n1CCOc1ccccc1F | -13.5
COc1cc(S(=O)(=O)N2CCOCC2)cc(C(=O)c2nccn2C)c1OC | 0.5
CCOC(=O)N1CCN(c2cc(=O)n(-c3ccc(OCC)cc3)c(=O)[nH]2)CC1 | -11.5

New compounds follow
structure | GBA enhancer
CCOC(=O)c1[nH]c(C)c(C(=O)N2CCN(C(=O)OCC)CC2)c1CC | -2.4
CC(C)(Oc1ccc(Cl)cc1)C(=O)Nc1ccc2oc(-c3ccncc3)nc2c1 | 2.3
CC(=O)NC(CCS(C)(=O)=O)C(=O)Nc1ccccc1C (stereo not given) | -48.5
CCCN1C(=O)C(O)(CC(=O)c2cccc(OC)c2)c2ccccc21 (stereo not given) | -10.0
O=C(CC(c1ccccc1)c1cc(Cl)ccc1O)N1CCOCC1 (stereo not given) | -22.8
Nc1c(C(=O)NCCN2CCOCC2)c2nc3ccccc3nc2n1-c1cccc(F)c1 | 23.7
Cc1cccc(-n2nnnc2SC(C)C(=O)NCCC2=CCCCC2)c1 (stereo not given) | -23.6
COc1cc(OC)cc(-c2nnc(SCc3c(F)cccc3Cl)o2)c1 | -36.0
COc1ccc(C2CC(C(F)(F)F)n3nc(C(=O)NCc4cn(C)nc4C)c(Cl)c3N2)cc1 (stereo not given) | -4.8
CCC(C(=O)N1CCc2ccccc2C1)n1nc(C)n2c(cc3occc32)c1=O (stereo not given) | 9.6
O=C1CC(C(=O)N(c2ccc(F)cc2)C(C(=O)NC2CCCC2)c2ccccn2)CS1 (stereo not given) | -13.3
Cc1cc(C)n(C(=O)CNC(=O)Cc2ccccc2)n1 | -27.1
O=C(CN1C(=O)c2ccccc2S1(=O)=O)N1CCOCC1 | 8.8
O=C(NCCN1CCOCC1)c1ccc2c(c1)ncn2C1CCCCC1 | 20.3
COc1cc(C2NC(C(=O)O)CS2)ccc1OCc1ccccc1C#N (stereo not given) | 20.1
CCOC(=O)c1sc(C)c(C(N)=O)c1NC1=NCCCCC1 | -18.4
Cc1ccc(C2/C(=C(/O)c3ccc(Cl)cc3)C(=O)C(=O)N2CC2CCCO2)o1 (stereo not given) | -3.2
CCOC(=O)C1CCN(c2c(NCc3ccc(C(=O)NC(C)CC)cc3)c(=O)c2=O)CC1 (stereo not given) | -2.1
CCCC(=O)Nc1ccc(NC(=O)c2cccc(OC)c2)nc1 | 9.7
C=CCSc1nc2ccccc2n1Cc1nnc(-c2cccs2)o1 | -5.5
COc1ccc(N2CCN(C(=O)CSc3nc4c(c(=O)n(C)c(=O)n4C)n3C(C)C)CC2)cc1 | 7.6
COc1ccc(NC(=O)CN2CCN(c3ccc(Cl)cc3)CC2)c(OC)c1 | -3.0
c1ccc2c(c1)nnn2-c1ncnc2sc3c(c12)CCCC3 | -40.6
CN(C)C(CNC(=O)c1cccnc1Sc1ccccc1)c1ccco1 (stereo not given) | -2.7
CCOCCCn1c(=N)c(C(=O)NCc2ccc3c(c2)OCO3)cc2c(=O)n3ccccc3nc21 | -15.1
COc1cccc(CNC(=O)c2ccc(NC(=O)C3CCCO3)cc2)c1 (stereo not given) | -27.2
O=C(COc1cccc2cccnc12)N1CCc2ccccc2C1 | -2.7
O=C(O)c1cccc(OCc2ccccc2Cl)c1 | -13.4
Cc1ccccc1-n1c(SCC(=O)c2cc(C)n(C)c2C)nnc1-c1ccncc1 | 11.7
COc1ccc(C)cc1NC(=O)c1ccc(S(=O)(=O)N2CCOCC2)cc1 | -58.6

Given as labelled records: part of the list above.
O=C(CN(Cc1ccc(F)cc1)C(=O)c1ccco1)NCc1ccc(F)cc1
  GBA enhancer = -7.1

CCOc1ccc(N(CC(=O)NCC(C)C)S(C)(=O)=O)cc1
  GBA enhancer = -48.2

Other structures follow:
structure | GBA enhancer
CCCOc1cccc(NC(=O)c2c(-c3ccccc3)noc2C)c1 | -2.8
COc1cc2c(cc1OC)-c1cc(Nc3ccc4c(c3)OCCO4)nc(=O)n1CC2 | -3.6
CC(=O)c1cccc(NC(=O)CCNS(=O)(=O)c2cccc3nsnc23)c1 | -5.6
COc1ccc(-c2nn(C)c3sc(C(=O)N4CCOCC4)cc23)cc1OC | -1.4
C=CCn1c(SCC(N)=O)nc(C)cc1=O | -10.7
O=C(NCc1cccnc1)c1ccc(CS(=O)(=O)c2ccc(Cl)cc2)o1 | 1.4
Cc1ccc(-c2noc(CCC(=O)NCCCN3CCN(c4cccc(Cl)c4)CC3)n2)cc1 | -34.8
CC(=O)N1CCN(C(=O)c2cccc(S(=O)(=O)Nc3ccc(C)cc3)c2)CC1 | 5.7
CCOC(=O)C1CCCN(c2cc(=O)n(Cc3ccc(F)cc3)c(=O)[nH]2)C1 (stereo not given) | -17.0
Cc1cc(C(F)F)n2nc(C(=O)Nc3cc(C)on3)nc2n1 | 2.1
COCCNC(=O)c1cc(-c2ccc3c(c2)OCO3)on1 | -8.6
CC1CCc2nc(NC(=O)CN3CCN(Cc4ccc5c(c4)OCO5)CC3)sc2C1 (stereo not given) | -31.1
Cc1ccc(-c2c3c(=O)n(C)c(=O)n(C)c3cn2-n2cnnc2)cc1 | 0.4
CCOC(=O)N1CCN(C(=O)c2ccc(N3C(=O)CCC3=O)cc2)CC1 | 12.9
COC(=O)c1cccc(OCC(O)Cn2ccnc2)c1 (stereo not given) | -13.3
COCCNC(=S)c1ccc(OC)cc1 | -25.4
CCCN(CCC)c1nc(NC2CCN(C(=O)OCC)CC2)nc(OC)n1 | -12.1
CC1CCCC(C)N1C(=O)COC(=O)c1ccc[nH]c1=O (stereo not given) | 5.4
CC(=O)c1cccc(S(=O)(=O)NCC(c2ccco2)N2CCCCC2)c1 (stereo not given) | -34.8
O=C(Nc1nnc(-c2ccccc2)o1)c1ccc(Cl)cc1 | -29.9
Cc1ccc(-c2nnc(-c3ccc(NC(=O)c4ccco4)cc3)o2)cc1 | -41.7
CC(C)(C)C(=O)NC(=C(Cl)Cl)P(=O)(O)O | -33.6
CCC(C)OC(=O)C1=C(C)NC(=O)NC1c1ccc(F)cc1 (stereo not given) | 5.8
C=CCC(C#Cc1ccccc1)N(C)C (stereo not given) | 30.8
NC(=O)c1oc2ccccc2c1NC(=O)c1nc2ccccc2s1 | -27.9
Cc1ccsc1C(=O)OCC(=O)c1cc2ccccc2o1 | 7.0
Fc1cccc(Cl)c1Cn1nnc(-c2ccc3c(c2)OCO3)n1 | -21.4
CCn1c(CN2CCN(C(=O)c3ccco3)CC2)nc2c1c(=O)n(C)c(=O)n2C | 9.1
COc1ccc(NC(=O)COc2ccccc2)c(OC)c1 | -33.6
COc1ccc(OC(C)C(=O)NCc2cccnc2)cc1 (stereo not given) | -8.0
Cn1c2c(c(=O)n(C)c1=O)CN(CCCN1CCOCC1)CN2 | -18.7
O=C1C(Cl)=C(NCC2CCCO2)C(=O)N1CCc1ccccc1 (stereo not given) | -10.0
CCC(=O)N1c2ccc(S(=O)(=O)CCC(=O)NCCC3=CCCCC3)cc2CC1C (stereo not given) | -34.7
c1cncc(-c2nnc3n2N=C(c2cccs2)CS3)c1 | -8.2
CS(=O)(=O)N1CCC(C(=O)Nc2ccccc2F)CC1 | -13.5
Cc1ccccc1NS(=O)(=O)c1ccc2[nH]cc(C(=O)N(C)Cc3ccco3)c(=O)c2c1 | -37.3
Cc1nn(Cc2ccc(Cl)cc2)c(C)c1NC(=O)c1cc(-c2ccc3c(c2)OCO3)on1 | -57.5
CCN1CCN(Cc2ccc(OCc3ccccc3)cc2)CC1 | -9.6
Cc1[nH]c2ccccc2c1C1=CN2CCS(=O)(=O)N=C2S1 | -2.3
CC1(C)CC(C#N)(N2CCOCC2)CCO1 (stereo not given) | 9.4

Some values from the list.
Cc1ccccc1NS(=O)(=O)c1ccc2[nH]cc(C(=O)N(C)Cc3ccco3)c(=O)c2c1 @ GBA enhancer = -37.3
Cn1c2c(c(=O)n(C)c1=O)CN(CCCN1CCOCC1)CN2 @ GBA enhancer = -18.7
Cc1[nH]c2ccccc2c1C1=CN2CCS(=O)(=O)N=C2S1 @ GBA enhancer = -2.3
c1cncc(-c2nnc3n2N=C(c2cccs2)CS3)c1 @ GBA enhancer = -8.2
CCC(=O)N1c2ccc(S(=O)(=O)CCC(=O)NCCC3=CCCCC3)cc2CC1C (stereo not given) @ GBA enhancer = -34.7

Assay outcomes deposited in PubChem by The Scripps Research Institute Molecular Screening Center.
